Source: PubChem BioAssay
phage Ecoli inh: E. coli growth loss with phage present; growth absorbance; inhibition, % at 11.9 µM; hit rate 0.26% among 360,000; in the data active means inhibition above about 11%
PKA-R1A activ: activators of PKA-R1A complex. activation, % at 11.4 µM. hit rate 0.083% among 340,000. P00514+P68181. PKA-R1A dissociation, Cy5-IP20 fluorescence polarization; scaled: DMSO 0%, 113 µM cGMP 100%;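 active means percent activation above the mean of all tested compounds plus 3 SD, cut at about 19% in these data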;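 further: higher means more PKAc released from R1A so a rise in polarization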
Arr AP2 block: inhibitors of human beta-arrestin and AP2 interaction | hit rate 0.31% among 340,000 | inhibition, % at 10 µM | FITC-arrestin peptide / GST-AP2 beads, flow cytometry; AP2 beta2 appendage carries R879A mutation;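 active means inhibition above a set limit, near 3 SD of compounds lacking own fluorescence, cut at about 54% in these data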;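 further: plate controls were DMSO wells for no effect and 5 µM unlabelled arrestin peptide for full effect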
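system = GST-tagged AP2 beta2-adaptin appendage (R879A) on 4 µm glutathione beads | reagent = FITC-labelled arrestin peptide probe, 50 nM final | schedule = compound with beads 12 min RT, then probe 1 h RT | signal = HyperCyt-sampled flow cytometry, FL1 channel, ex 488/em 535 nm | read-out = percent response from loss of bead-bound FITC fluorescence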
DSG3 Ab inh: human desmoglein-3 autoantibody binding inhibition | P32926 | DSG3-coupled beads, scFv-anti-DSG3-GFP binding, flow cytometry; stronger effect = lower value | binding (percent of control), % at 10 µM | hit rate 0.48% among 310,000 | AID 588358;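 active means binding more than 3 SD below its plate's average and above zero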;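 further: hits lower antibody fragment binding to DSG3; some compounds called inactive have numbers as strong as hits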
E coli growth: counter-screen for AddAB inhibitors: E. coli growth inhibition | E. coli V3065 growth, OD600 absorbance, 18 h | inhibition, % at 11.9 µM | hit rate 0.27% among 330,000 | AID 449728;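 active means inhibition above the campaign's mean inhibition across all tested compounds plus 3 SD, cut at about 9.9% in these data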;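 further: uninfected addAB+ strain grown without phage in ampicillin broth; 0% = DMSO wells and 100% = ciprofloxacin 0.95 µg/ml wells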
AddAB inh: less growth of phage-infected E. coli with AddAB. E. coli expressing H. pylori AddAB, absorbance growth. inhibition, % at 11.9 µM. hit rate 0.29% among 330,000. AID 435030; in the data active means inhibition above about 12%;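 further: 0% = vehicle wells of infected cells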
PfHsp90 yeast 2: reduces growth (ATP signal) of yeast expressing P. falciparum Hsp90 | S. cerevisiae expressing PfHsp90, BacTiter-Glo ATP, 48 h; yeast lacking PDR1 and PDR3 efflux regulators | inhibition, % at 9.4 µM | hit rate 0.32% among 310,000;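 active means every replicate shows inhibition above about 80%, whatever the replicate mean, limit read from the data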;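 further: 0% = DMSO neutral controls and 100% = 20 µM radicicol positive controls; yeast relying on Plasmodium falciparum Hsp90 in place of its own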
OPRM1-OPRD1 ag: OPRM1-OPRD1 heterodimerization agonism | P35372+P41143 | cells, luminescence | activation, % at 9.3 µM | hit rate 0.3% among 340,000; in the data active means activation above about 18%;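 further: 0% = vehicle-treated cells and 100% = reference agonist; values of inactives mirror those of a sister screen read the other way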
Target sequence (P35372 whole entry, looked up): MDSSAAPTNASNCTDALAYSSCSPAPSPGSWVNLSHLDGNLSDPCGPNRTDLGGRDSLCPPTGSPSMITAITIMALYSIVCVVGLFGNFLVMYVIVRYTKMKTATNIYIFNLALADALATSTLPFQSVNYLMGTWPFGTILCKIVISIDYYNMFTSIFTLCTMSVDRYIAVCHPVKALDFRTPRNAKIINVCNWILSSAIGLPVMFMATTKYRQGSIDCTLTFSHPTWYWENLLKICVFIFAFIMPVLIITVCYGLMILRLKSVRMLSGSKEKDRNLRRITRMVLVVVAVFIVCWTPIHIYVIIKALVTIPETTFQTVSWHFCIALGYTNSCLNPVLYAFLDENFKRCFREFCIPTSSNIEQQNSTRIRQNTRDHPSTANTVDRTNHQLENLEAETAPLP
Target sequence (P41143 whole entry, looked up): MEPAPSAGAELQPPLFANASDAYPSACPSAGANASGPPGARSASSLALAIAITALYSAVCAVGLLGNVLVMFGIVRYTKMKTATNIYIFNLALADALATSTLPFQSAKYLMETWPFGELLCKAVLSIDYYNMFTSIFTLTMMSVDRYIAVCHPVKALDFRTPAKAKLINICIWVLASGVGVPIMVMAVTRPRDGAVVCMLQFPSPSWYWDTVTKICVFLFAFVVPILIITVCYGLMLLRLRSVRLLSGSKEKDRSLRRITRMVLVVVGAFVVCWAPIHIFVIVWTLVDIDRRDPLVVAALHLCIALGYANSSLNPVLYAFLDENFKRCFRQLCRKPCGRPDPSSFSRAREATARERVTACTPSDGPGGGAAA
Mot1-301 SUMO: blocks SUMOylation pathway, rescuing yeast Mot1-301 growth. AID 2716. S. cerevisiae Mot1-301 growth rescue, ATP luminescence, 38.5C; percent above DMSO median, 100 means doubled. hit rate 1% among 320,000. growth rescue, % at 18.8 µM;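 active means every valid replicate shows activation above 250% relative to neutral control wells; inactive means the rest, any valid replicate at or below 250%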;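 further: OY570 slx delta 5 strain wells were the positive control but not used for scaling; some compounds called inactive have numbers as strong as hits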
Tat transport: E. coli Tat transport inhibition | inhibition, % at 10 µM | hit rate 0.036% among 340,000 | AID 488895 | E. coli MC4100 TorA-mCherry Tat export, fluorescence;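 active means mean replicate inhibition at least 50% and at least half of replicates individually reaching 50%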;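 further: exported cargo escapes ClpAP degradation while cytoplasmic cargo is degraded and loses fluorescence; 0% = median of neutral control wells and 100% = median of NaSCN control wells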
MOR-DOR inv ag: inverse agonists of human mu-delta opioid receptor heterodimerization | P35372+P41143 | inhibition, % at 9.3 µM | AID 504357 | cell-based MOR-DOR heterodimer luminescence, inverse agonism | hit rate 0.21% among 340,000; in the data active means inhibition above about 22%, passing the limit was not always enough;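 further: 0% = cells with DMSO and 100% = wells without cells with DMSO; values of inactives mirror those of a sister screen read the other way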
The depositor's hits bear a star; · = no result given; & = joins results of further samples. Some of the compounds tested; the hit share may differ from the screen's.

SMILES	phage Ecoli inh	PKA-R1A activ	Arr AP2 block	DSG3 Ab inh	E coli growth	AddAB inh	PfHsp90 yeast 2	OPRM1-OPRD1 ag	Mot1-301 SUMO	Tat transport	MOR-DOR inv ag
Cc1cc(C=O)c(C)n1CC1CCCO1 (stereo unspecified)	1.6	-21	1	108	-1.7	-0.3	-6	-0.5	6	-1	2
CN1/C(=C\C=C2C(=O)NC(=O)NC2=O)C(C)(C)c2ccccc21	3.2	0	-54	114	1.2	3.0	7	-0.9	4	-3	5
CS(=O)(=O)CCN1CC2CCCC(C2)C1	2.7	1	-2	91	·	·	-25	-1.5	·	-4	8
CN(C)P1(N(C)C)=Nc2c(c(N)nn2C)C(c2ccccc2)=N1	3.8&0.5	-10&0	15&4	90&102	-1.3	3.6	-3&8	-2.7&-1.5	-6	-1&-4	14&9
CCCCC1(CCC)C(=O)NC(=S)NC1=O	4.8	-3	2	121	·	·	-7	-3.3	·	-4	17
O=S(=O)(NC1CN2CCC1CC2)c1ccc(Cl)cc1 (stereo unspecified)	1.8	1	30	·	-1.9	2.2	6	-4.2	4	5	22
COC(=O)c1cc2c(s1)=NC=NP=2(N1CCOCC1)N1CCOCC1	2.2&0.6	-2&-5	1&23	83	1.6	2.6	1&3	-1.4&1.9	-2	-8&-5	7&-12
CCOC(C(=O)OCCCN(CC)CC)(c1ccccc1)c1ccccc1	3.1	-10	4	99	1.7	1.4	·	-1.2	510*	-12	6
Cc1c(N=Nc2c(O)n(C)c(=O)n(C)c2=O)c(=O)n(-c2ccccc2)n1C	2.4	-12	-1	99	-0.9	0.7	2	-0.5	-1	4	3
Cc1nc2ccccc2c(=O)n1-c1cc([N+](=O)[O-])cc([N+](=O)[O-])c1	2.1	5	7	85	-0.2	3.5	-2	8.6	1	-7	-41
CC(O)CNc1ccc([N+](=O)[O-])c2cccnc12 (stereo unspecified)	-0.4	6	-8	94	1.7	1.8	-21	-1.4	-4	-5	9
O=C(CCC(=O)N1CC2C[C@@H](C1)Cn1c2cccc1=O)NCCc1ccccc1F	2.6	-7	6	105	2.5	6.4	14	-2.3	-12	-1	12
CCCCCCCCCCOC(=O)CCN1CC1	·	-4	3	·	·	·	0	-2.4	·	3	12
COc1ccc(C(=O)N2CCOCC2)cc1S(=O)(=O)N1CCC(C)CC1	4.3	1	0	101	-0.7	1.3	·	-2.0	-22	-6	12
Cc1cc(S(=O)(=O)NCC(C)C)ccc1OCC(=O)N1CCN(Cc2ccccc2)CC1	2.8	-5	15	101	-2.2	1.2	1	0.4	-4	-11	-2
O=C(Cc1ccccc1)N1CCN(Cc2cccc(Cl)c2)CC1	0.1	5	-15	96	0.9	0.7	-15	-2.1	-7	18	11
COc1ccc(CCN(C)Cc2c(F)cccc2F)cc1OC	3.1	4	-1	98	0.8	-1.4	-16	-1.1	1	-5	6
Clc1ccc(NC2=NCCCS2)cc1Cl	2.8	-5	1	97	3.3	5.8	-31	-0.9	-11	-9	5
COc1cc(/C=C(/C)[N+](=O)[O-])ccc1OCc1ccccc1Cl	·	-15	2	87	-0.9	1.5	-30	-1.8	16	-2	13
CCn1cc(C=C2C(=O)NC(=O)NC2=O)c2ccccc21	0.6	4	2	330	0.6	2.0	8	0.2	-8	-1	-1
Cc1cc2c(C(F)(F)F)cc(=O)oc2c2c1NCCC2	0.6	-4	11	106	1.5	2.7	-6	1.7	10	3	-10
C=CCn1c(O)c(C(CC)=Nc2ccc(NC(C)=O)cc2)c(=O)[nH]c1=O	-0.3	-1	43	113	0.8	-0.3	5	-1.6	-11	-2	9
C=CCn1c(O)c(C(CC)=NC2CC2)c(=O)[nH]c1=O	3.9	8	21	103	2.2	2.2	14	-3.9	-6	-1	20
CC(=O)C1CCC2C3C(N4CC4)CC4=CC(=O)CCC4(C)C3CCC12C (stereo unspecified)	1.2	-1	-8	98	·	·	-13	-3.8	·	-10	16
Cc1ccc(-n2c(O)c(C=NCc3ccccn3)c(=O)[nH]c2=S)cc1	1.9	-10	20	·	2.9	0.0	19	-0.3	-10	1	2
Cc1ccc(CN2CCC3CCC(C3)C2)c(O)c1 (stereo unspecified)	3.7	4	1	95	·	·	·	-0.3	·	-5	2
O=C1NC(=O)C(CCc2ccncc2)(Cc2ccc([N+](=O)[O-])cc2)C(=O)N1	3.1	-2	3	76	-1.2	-1.4	23	1.7	-7	-5	-8
OC(CN1CCCCC1)c1c[nH]c2ccccc12 (stereo unspecified)	0.6	-5	6	106	-2.3	-0.2	8	0.3	-10	7	-1
C[C@]1(O)CC[C@H]2[C@@H]3CCC4=CC(=O)CC[C@]4(C)[C@@]3(F)[C@@H](O)C[C@@]21C	0.8	-5	14	97	·	·	·	-1.9	·	13	8
CC1OC(OC2CC(O)C3(CO)C4C(O)CC5(C)C(C6=CC(=O)OC6)CCC5(O)C4CCC3(O)C2)C(O)C(O)C1O (stereo unspecified)	1.5	-4	-3	97	·	·	-10	80*	·	-5	-404
Cc1cc(S(=O)(=O)NCc2ccccc2)ccc1OCC(=O)N1CCN(C)CC1	1.7	-4	20	126	0.1	2.1	-23	-1.3	-7	-5	6
O=Cc1cn(Cc2ccccc2[N+](=O)[O-])c2ccccc12	2.9	2	8	86	-1.2	-0.8	-1	0.1	-15	4	-1
Cc1ccc(NC(=O)[C@@H](NC(=O)N2C[C@H]3C[C@@H](C2)c2cccc(=O)n2C3)C(C)C)cc1	2.5	-8	4	104	-0.8	1.2	35	-2.5	-17	-3	13
O=S(=O)(c1ccccc1)N1CC1c1ccccc1 (stereo unspecified)	0.5	11	-3	·	0.0	2.5	-10	-2.7	-26	-1	14
CC(Cc1ccccc1Sc1ccccc1O)N(C)C (stereo unspecified)	2.2	-15	6	109	2.9	2.9	3	1.4	-17	6	-8
O=C1COc2ccc(C(=O)COC(=O)Cc3ccccc3)cc2N1	1.9	-5	3	88	1.4	-0.7	-2	-1.1	5	3	7

Look-ups from the results shown.
In MOR-DOR inv ag, COc1ccc(C(=O)N2CCOCC2)cc1S(=O)(=O)N1CCC(C)CC1 is listed with 12
In DSG3 Ab inh, C[C@]1(O)CC[C@H]2[C@@H]3CCC4=CC(=O)CC[C@]4(C)[C@@]3(F)[C@@H](O)C[C@@]21C is listed with 97

(listing goes on)
SMILES	phage Ecoli inh	PKA-R1A activ	Arr AP2 block	DSG3 Ab inh	E coli growth	AddAB inh	PfHsp90 yeast 2	OPRM1-OPRD1 ag	Mot1-301 SUMO	Tat transport	MOR-DOR inv ag
CC#CP(=O)(OC)C(O)(CF)c1ccccc1 (stereo unspecified)	3.6	-7	-6	94	1.3	2.0	-1	-0.1	-11	-8	1
N#Cc1ccc(NC(=O)CN2CCCCCC2)cc1Cl	4.9	5	10	116	1.1	3.0	0	1.6	51	6	-10
Cc1cccc(-n2c(-c3ccco3)nc3ccccc3c2=O)c1C	1.6	6	-5	104	-0.1	-1.6	-2	0.2	-10	7	-1
COc1ccc(CN2C(=O)NC(=O)/C(=C/c3cc(OC)c(OC)c(OC)c3)C2=O)cc1	-1.5	-2	8	·	1.5	0.2	-19	-2.1	-3	-8	10
CCn1c(=N)n(Cc2ccccc2F)c2ccccc21	2.4	-5	5	103	-0.9	2.8	19	-0.3	21	-7	1
CN(C)c1ccc(/C=C/[N+](=O)[O-])cc1	2.8	-7	9	142	-0.8	1.8	-23	-0.2	119	-7	1
CC(C)C1(C)N=C(c2ncccc2C(=O)O)NC1=O (stereo unspecified)	3.1	-8	-5	105	-2.3	0.5	-15	-0.3	12	4	2
COc1ccc2c(c1)/C(=C/c1cnc[nH]1)C(=O)N2	4.1	4	2	98	0.4	-2.5	11	-1.6	-23	1	9
O=C1Nc2ccccc2/C1=C/c1cnc[nH]1	3.5	6	5	96	-1.2	-3.0	·	-1.0	-13	-8	6
Cc1cc(C=C2C(=O)N(C)C(=O)N(C)C2=O)c(C)n1-c1ccccc1	3.4	0	4	107	-0.4	1.1	9	-3.9	4	-4	18
Nc1ccc(C2(c3ccc(N)cc3)CN3CCC2CC3)cc1	3.9	0	-36	110	2.4	1.5	20	-1.9	-9	-2	11
Cc1ccccc1C1=NCC(=S)Nc2ccc(Cl)cc21	2.1	-12	3	110	-0.7	-0.6	16	-1.7	14	10	10
CCN1C[C@]2(COC)CC[C@H](OC)[C@@]34C5C[C@H]6C(=O)C5[C@](O)(C[C@H]6OC)[C@@](O)(C(OC)C23)[C@@H]14 (stereo partly specified)	1.0	1	7	103	-0.5	4.2	-27	-3.0	7	-3	15
CCN1CC2(COC(=O)c3ccccc3N)CCC(OC)C34C5CC6C(OC)CC(O)(C5C6OC)C(O)(C(OC)C23)C14 (stereo unspecified)	·	-5	29	·	-2.7	1.4	7	-2.1	72	2	13
C[N+](C)(C)Cc1ccccc1	4.9	4	10	123	0.9	1.4	11	-1.8	371	-5	10
CC1=NN(c2ccccc2)C(=O)/C1=C/c1c(O)[nH]c(=S)[nH]c1=O	1.6	7	10	104	-0.8	-2.4	-3	-2.1	-7	-7	12
COc1ccccc1N1CCN(Cc2ccc(Br)cc2)CC1	3.5	-5	-9	111	0.4	0.0	14	6.8	12	7	-34
Cc1ccc(N)cc1C	2.4	-4	5	100	·	·	10	0.0	·	2	0
O=c1[nH]c(O)c(/C=C2/C=CC(c3cc(Cl)ccc3Cl)=N2)c(=O)[nH]1	1.1	14	35	94	-1.6	-1.4	-11	5.9	247	-6	-32
CN1C(=O)NC(=O)C2(CCCC2)C1=O	1.0	-11	-1	93	·	·	·	-2.8	·	-5	15
CSc1ncc(/C=C2/C(=O)NC(=O)N(c3ccc(C(C)C)cc3)C2=O)cn1	2.9	-18	4	99	-2.0	0.5	-8	-2.7	-10	14	12
CCCn1c(C)c(C(=O)c2cccc3ccccc23)c2ccccc21	6.1	-3	8	110	2.6	1.3	2	-1.9	-3	1	10
Cc1nn(Cc2ccccc2Cl)c(Cl)c1C(=O)O	1.1	-13	-1	84	3.5	2.0	-21	-1.7	11	8	8
CNCCc1ccc(OC)c(OC)c1	3.4	9	3	104	2.0	6.0	14	-2.7	-1	-2	14
O=[N+]([O-])c1ccc(OP(=O)(O)Oc2ccc([N+](=O)[O-])cc2)cc1	1.2	11	13	113	·	·	-3	-1.9	·	6	9
COc1ccccc1-n1c(/C=C/c2ccc(O)cc2)nc2ccccc2c1=O	0.6	-3	9	114	-1.0	-0.6	7	-0.4	-1	3	2
Cc1cccc(NC(=O)[C@@H](NC(=O)N2C[C@H]3C[C@@H](C2)c2cccc(=O)n2C3)C(C)C)c1	3.5	-10	3	·	-1.3	1.2	22	-2.3	183	3	12
